# Compound activity as filed in PubChem.
# Anesthetic bind: candidate novel general anesthetic via apoferritin binding; AID 485281; hit rate 0.074% among 350,000; Potency, µM (top dose mostly 77.5 µM), inactives show top-dose activity change, negative = displacement, usual class: inhibitors; P02791; apoferritin/1-aminoanthracene competitive binding, fluorescence; also: potency is read from the fitted curve at half-maximal effect; % is scaled to controls: 0 for no effect and ±100 for the full control effect; nearly all actives have a fitted effect of over 20% in size
# Target sequence (P02791 2-175 limits assumed): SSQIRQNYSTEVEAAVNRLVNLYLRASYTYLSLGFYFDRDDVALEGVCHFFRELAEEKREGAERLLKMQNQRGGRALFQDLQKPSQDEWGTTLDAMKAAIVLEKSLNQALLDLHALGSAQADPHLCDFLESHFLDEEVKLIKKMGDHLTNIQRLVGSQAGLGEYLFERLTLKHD
#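 Concentration-response curves derived by four-parameter Hill fitting of normalized fluorescence, where compounds displaced 1-AMA from 10 uM horse apoferritin following a brief 10 min room-temperature incubation; propofol titration acted as positive control.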
# Pol kappa inh: DNA polymerase kappa (human) inhibition; Q9UBT6; purified Pol kappa, fluorescent DNA synthesis assay, 10 min; Potency, µM (series often up to 107 µM), for inactives: top-dose activity, negative = inhibition, hits mostly inhibitors; hit rate 0.53% among 400,000; also: potency is read from the fitted curve at half-maximal effect; % is scaled to controls: 0 for no effect and ±100 for the full control effect
#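 Pol kappa 10 nM + cpd, 15 min RT; start w/ substrate 50 nM final; fluorescence kinetic read, 0 and 10 min. Neg ctrl: buffer, no enzyme.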
# RXFP1 antag: antagonists of human relaxin receptor RXFP1 | hit rate 0.59% among 350,000 | AID 1259400 | HEK293-RXFP1, relaxin-stimulated cAMP HTRF, 30 min; active compounds read low | activity change, negative = inhibition, % at 57.5 µM;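 active = activity change of -60% or lower, but not beyond a set lower limit; inconclusive = change between -60% and -40%, or beyond the set limit; inactive = change above -40%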; also: % is scaled to controls: 0 for no effect and ±100 for the full control effect
# Pol eta inh: inhibitors of human DNA polymerase eta. Potency, µM (titrated, usually from 114 µM), for the others: top-dose activity change, negative = inhibition, actives largely listed as inhibitors. recombinant Pol eta, fluorescent DNA replication assay. Q9Y253. hit rate 1.2% among 390,000. AID 588591; also: potency is read from the fitted curve at half-maximal effect; % is scaled to controls: 0 for no effect and ±100 for the full control effect
#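 Fluorescent replication assay: 50 nM final substrate added after a 15 min room-temperature compound preincubation with 10 nM enzyme. Signal taken at 0 min and again at 10 min.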
# POLB inh: blocks human DNA polymerase beta activity | hit rate 1.3% among 340,000 | Potency, µM (titrated, usually from 114 µM), without a hit: top-dose activity change, negative = inhibition, usual class: inhibitors | Pol beta primer extension/strand displacement, fluorescence kinetic; also: potency is read from the fitted curve at half-maximal effect; % is scaled to controls: 0 for no effect and ±100 for the full control effect
#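 Pol beta (10 nM) and compounds were preincubated 15 min at room temperature, then 50 nM substrate (final) started primer extension/strand displacement. Reads were taken at 0 and 10 min; concentration-response data were fitted to a four-parameter Hill equation.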
# APEX1 inh: inhibitors of human APE1 endonuclease; P27695; recombinant APE1, TAMRA/BHQ-2 abasic DNA cleavage fluorescence; Potency, µM (top dose mostly 65.8 µM), for inactives: at the top dose activity change, negative = inhibition, usual class: inhibitors; hit rate 0.35% among 350,000; AID 2517;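 also: potency is read from the fitted curve at half-maximal effect; plate controls were vehicle for no effect and reference inhibitor for full effect; nearly all actives have a fitted effect of over 55% in size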
# Target sequence (P27695 whole entry, looked up): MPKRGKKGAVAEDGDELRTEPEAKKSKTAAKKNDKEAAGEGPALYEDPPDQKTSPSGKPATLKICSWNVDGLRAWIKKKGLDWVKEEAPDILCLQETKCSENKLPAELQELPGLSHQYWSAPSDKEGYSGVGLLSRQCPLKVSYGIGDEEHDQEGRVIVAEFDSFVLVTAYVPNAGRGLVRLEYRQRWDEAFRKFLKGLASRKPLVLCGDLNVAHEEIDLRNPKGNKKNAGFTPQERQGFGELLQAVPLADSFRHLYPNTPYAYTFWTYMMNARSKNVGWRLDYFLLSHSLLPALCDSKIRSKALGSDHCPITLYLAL
#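 Incision of a quenched TAMRA/BHQ-2 THF abasic-site duplex (50 nM) by 0.75 nM APE1, after 15 min compound preincubation, measured as fluorescence increase over three 60 s reads. Values normalized to buffer, DMSO and NSC13755 control wells.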
# Pol iota inh: blocks human DNA polymerase iota activity; Q9UNA4; Pol iota fluorescent replication assay, 10 min; Potency, µM (series often up to 115 µM), for inactives: at the top dose activity, negative = inhibition, most hits filed as inhibitors; hit rate 1% among 390,000; also: potency is read from the fitted curve at half-maximal effect
#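 Fluorescent replication assay read twice, at 0 min and 10 min after adding 50 nM (final) substrate. Enzyme (10 nM) and compounds were first incubated 15 min at room temperature; enzyme-free buffer wells were negative controls.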
# PGK inhibitor: T. brucei PGK inhibition; Potency, µM (highest dose often 57.5 µM), without a hit: at the top dose activity change, negative = inhibition, actives largely listed as inhibitors; P07378; PGK/GAPDH coupled, Kinase-Glo luminescence, 60 min; hit rate 0.043% among 380,000; AID 602233; also: potency is read from the fitted curve at half-maximal effect; % is scaled to controls: 0 for no effect and ±100 for the full control effect; nearly all actives have a fitted effect of over 60% in size
#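 Recombinant glycosomal PGK reaction used 1,3-bisphosphoglycerate generated in-well by GAPDH (100nM final) in 100mM TEA pH 7.6, 5mM MgCl2, 0.01% Tween-20. After 60 minutes at room temperature, ATP was read by Kinase-Glo Plus luminescence end-point.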
# BLM helicase inh: Bloom syndrome helicase (human) inhibition | Potency, µM (series often up to 56.1 µM), for inactives: at the highest dose activity change, negative = inhibition, actives largely listed as inhibitors | AID 2528 | recombinant BLM DNA unwinding, fluorescence dequenching | P54132 | hit rate 0.2% among 350,000;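 also: potency is read from the fitted curve at half-maximal effect; plate controls were vehicle for no effect and no enzyme for full effect; nearly all actives have a fitted effect of over 35% in size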
# The depositor's hits bear a star; i = inactive; ? = inconclusive; nt = not tested or not shown; & = joins results of further samples; [ ] = dose if it differs, or a comment. Unless noted, calls follow the shape of the dose curve; as a rule, active = well fitted curve in the direction sought with a large enough effect; inconclusive = small, poorly fitted or top-dose-only effect, or another doubt; inactive = no such curve, though single readings can be large; an effect the other way counts as inactive or inconclusive. A portion of the library; rates above refer to the full screens.
Molecule	Anesthetic bind	Pol kappa inh	RXFP1 antag	Pol eta inh	POLB inh	APEX1 inh	Pol iota inh	PGK inhibitor	BLM helicase inh
CC1=CC(=C2C(=O)NC(=S)NC2=O)C=C(C(F)(F)F)N1CCc1ccccc1	-3.6%	nt	nt	nt	40.8%	13.5%	nt	nt	2.8%
Cc1cccc(NC2=NCCCS2)c1C	-7.0%	-8.0%	-11.1	2.5%	-0.1%	4.0%	6.7%	-10.1%	1.4%
CCOC(=O)c1ccc(NC(=O)c2sc3nc4c(cc3c2N)N2CCC4CC2)cc1	46.0%[activator]	0.7%	nt	-13.0%	15.7%	nt	-13.3%	-4.7%	2.4%
CCOC(=O)C1=C(NC(=S)NC(=O)c2ccccc2)c2ccccc2CC12CCCC2	-6.2%	-15.7%	-28.6	-13.2%	5.2%	-9.6%	49.2%[activator]	9.3%	-13.1%
CCCCn1c(=O)c(C(=O)NCCc2ccccc2)c(O)c2ccccc21	-8.4%	8.6%	-7.0	-13.4%	-1.8%	30.4%	24.2%	i	-10.9%
NC(CCP(=O)(O)O)C(=O)O (centres undefined)	nt	6.8%[60.1 µM]	nt	-2.8%[57.1 µM]	-2.8%[57.1 µM]	-3.0%&4.0%	-4.7%[58.9 µM]	nt	nt
COC(=O)C(O)(c1ccc(NC(=O)c2cccs2)c(C)c1)C(F)(F)F (centres undefined)	?	-1.2%	0.0	-13.0%	3.4%	-3.3%	-19.3%[58.9 µM]	-0.5%	-3.3%
CCCOC(=O)C1C2CCC(O2)C1C(=O)O (centres undefined)	nt	2.4%	-5.5	-10.7%	nt	nt	-5.2%	-7.2%	nt

# A section from the list above, as a working copy:
Molecule	Anesthetic bind	Pol kappa inh	RXFP1 antag	Pol eta inh	POLB inh	APEX1 inh	Pol iota inh	PGK inhibitor	BLM helicase inh
CC1=CC(=C2C(=O)NC(=S)NC2=O)C=C(C(F)(F)F)N1CCc1ccccc1	-3.6%	nt	nt	nt	40.8%	13.5%	nt	nt	2.8%
Cc1cccc(NC2=NCCCS2)c1C	-7.0%	-8.0%	-11.1	2.5%	-0.1%	4.0%	6.7%	-10.1%	1.4%

# The listing continues.
Molecule	Anesthetic bind	Pol kappa inh	RXFP1 antag	Pol eta inh	POLB inh	APEX1 inh	Pol iota inh	PGK inhibitor	BLM helicase inh
COc1ccc(NC(=O)c2c(C)nn(Cc3ccccc3Cl)c2Cl)cc1Cl	6.5%	-5.5%	-3.8	-9.8%	14.9%	16.4%	145.4%[activator]	-1.7%	-3.9%
Nc1c(C(=O)Nc2cccc(F)c2)sc2nc(-c3cccs3)ccc12	72.0%[activator]	2.0%	nt	-13.3%	32.1%	nt	21.8%	-6.0%	-3.9%
Clc1ccc(CO[C@@H](Cn2ccnc2)c2ccc(Cl)cc2Cl)cc1	-7.3%[29.3 µM]	-7.3%[12 µM]	nt	nt	nt	0.4%[21 µM]	nt	nt	-10.4%[21.4 µM]
O=C(c1cccn2c(=O)c3cc(Cl)ccc3nc12)N1CCC2(CC1)OCCO2	314.3%[activator]	-12.6%	17.8	-13.4%	1.5%	3.6%	8.1%	14.2%	-6.2%
c1ccc(P(c2ccccn2)c2ccccn2)cc1	2.4%	8.1%	-1.0	-7.7%	-17.2%	13.8%	31.5%	i	-1.1%
NC(=O)Cn1cc(C=C2C(=O)NC(=O)NC2=O)c2ccccc21	6.5%	-14.1%	-9.5	3.9%	18.2%	1.1%	?	-3.7%	-10.6%
COc1ccc(/C=C2/C(=O)N(c3ccccc3)N=C2C)cc1	nt	-7.6%	-60.6*	3.6%	nt	nt	?	i	nt
O=C(C1CC(c2ccc(Cl)c(Cl)c2)=NO1)N1CCC2(CC1)OCCO2 (centres undefined)	39.1%[activator]	-6.2%	-12.3	-3.6%	9.4%	3.1%	14.5%	-5.8%	-4.2%
Nc1c(C(=O)OC2CCCCC2)c2nc3ccccc3nc2n1CC1CCCO1 (centres undefined)	128.7%[activator]	-10.7%	-61.6*	-23.1%	2.9%	-5.3%	15.9%	15.5%	-6.4%
COc1ccc(CCNCc2sccc2C)cc1	-5.7%	0.8%	-4.3	-11.3%	42.3%	3.2%	2.1%	-5.3%	3.8%
Cc1ccc2c(c1)N(N=O)CCC2	-16.6%	-2.1%	1.3	89.1µM*	2.5%	14.7%	27.4%	8.9%	3.6%
COc1cc(/C=C/C(=O)c2c(O)n(CCc3ccccc3)c(=O)[nH]c2=O)ccc1O	7.5%	-24.8%	-32.3	?	4.1%	-5.4%	-12.0%	-1.5%	-3.6%
COc1ccc(C2NCc3ccccc3-n3cccc32)cc1 (centres undefined)	?	6.2%	nt	-23.5%	33.2%	3.5%	27.1%	-2.9%	-1.9%
CCOCCc1nn2c(=O)cc(COC(=O)Cc3ccccc3)nc2s1	?	-22.1%	-5.3	-3.4%	-0.1%	nt	8.5%	7.8%	-1.0%
O=C(c1ccc(Cl)cc1)C1CCCN(Cc2cccc3cnccc23)C1 (centres undefined)	?	-5.2%	-1.6	-4.3%	12.0%	1.6%	35.8%[activator]	-7.5%	-3.2%
C/C(=N\N(C)c1ccccc1)c1c(O)[nH]c(=O)[nH]c1=O	-2.2%	-2.0%	-7.0	-1.8%	9.3%	6.6%	20.0%	i	-3.5%
COC(=O)C1=C(c2ccc(C(C)=O)cc2)C[C@@H]2CC[C@H]1N2C(=O)N1CCCCC1	nt	14.0%	nt	-16.7%	nt	40.7%[activator]	21.1%	i	nt
CCn1c(O)c(C=Nc2ccc(N3CCOCC3)cc2)c(=O)n(CC)c1=S	-6.0%	-8.6%	-14.3	71.3%[activator]	17.8µM*	-7.1%	4.8%	-9.6%	-5.0%
COC(=O)C1=C(c2ccccc2OCc2ccccc2)C[C@@H]2CC[C@H]1N2C(=O)NC1CCN(Cc2ccccc2)CC1	nt	-10.5%	nt	-17.7%	nt	3.9%	-27.7%	-1.4%	nt
Cc1ccsc1C(=O)C1CCCN(Cc2cnc(N3CCOCC3)s2)C1 (centres undefined)	-10.3%	-1.6%	-13.5	5.8%	-3.4%	1.4%	61.3%[activator]	9.3%	-4.2%
c1ccc2sc(C3CCNCC3)nc2c1	-6.8%	-7.6%	-4.7	-11.5%	17.0%	13.5%	132.5%[activator]	-1.9%	2.6%
CCC(=O)OC1(c2cccc(C)c2)CC(C)N(C)CC1C (centres undefined)	-2.0%	-1.9%	-8.3	-4.3%	3.8%	-1.6%	-5.1%	-6.0%	0.3%
COC(=O)c1ccc(S(=O)(=O)N2CCCN(Cc3ccccc3)CC2)n1C	2.5%	-2.6%	-10.8	-21.8%	-9.9%	-1.3%	118.6%[activator]	-14.3%	-1.6%
Nc1cncc(C(=O)O)c1	55.3%&3.0%[activator]	-5.4%&-1.7%	8.0&5.3	7.3%&-9.8%	3.0%&5.1%	2.5%&0.2%	7.9%&69.1%	-4.9%&4.3%	-9.4%&2.2%
C[C@@H](C1CC[C@@]2(O)C3=CC(=O)[C@@H]4C[C@@H](O)[C@@H](O)C[C@]4(C)[C@H]3CC[C@]12C)[C@H](O)CCC(C)(C)O (some centres undefined)	1.0%	18.6%	nt	nt	nt	2.7%	27.4%	nt	-7.8%
Cc1ccc(-c2nc3ccc(Cl)cn3c2Nc2ccccc2C)s1	-0.2%	0.0%	-15.4	-8.2%	-15.5%	nt	7.4%	i	-4.4%
C[C@]12CC[C@H](O)CC1=CC(=O)C1C2CC[C@]2(C)C(=O)[C@H](O)CC12 (some centres undefined)	nt	1.4%	5.4	-3.3%	nt	62.9%[activator]	-24.7%	-4.6%	nt
CCC1(CCc2ccncc2)C(=O)NC(=O)NC1=O	-2.6%	1.2%	-1.1	-4.5%	-0.5%	1.2%	?	10.1%	-2.9%
CC12CCC3C(CC=C4CC5(CCC43C)OCCO5)C1CCC2=O (centres undefined)	-3.8%	-4.5%	0.0	-4.1%	37.2%[activator]	10.3%	39.6%[activator]	5.2%	-1.0%
COC(=O)[C@H]1[C@H]2C[C@@H]3c4[nH]c5cc(OC)ccc5c4CCN3C[C@H]2C[C@@H](OC(=O)/C=C/c2cc(OC)c(OC)c(OC)c2)[C@@H]1OC	nt	-17.8%	nt	-10.2%	nt	-20.7%	5.4%	0.6%	nt
CC(C)CC1C(=O)N2CCCC2C2(O)O[C@@](NC(=O)C3C=C4c5cccc6[nH]c(Br)c(c56)CC4N(C)C3)(C(C)C)C(=O)N12 (some centres undefined)	?	?	nt	nt	nt	6.3%	nt	nt	-4.9%
CC(=O)c1c(COC(=O)c2cccnc2)nc2ccccc2[n+]1[O-]	-8.4%	-13.1%	1.9	?	-7.9%	-2.3%	29.1%	7.4%	-4.4%
CCOC(=O)c1c(C)n(Cc2ccc3c(c2)OCO3)c2ccc(O)cc12	-13.4%	-14.1%	-26.1	-3.3%	-18.9%	-5.8%	2.8%	i	-11.1%
CCOc1ccc(NC(=S)N2CCC(NC(=O)c3ccccc3C)CC2)cc1	3.6%	2.5%	-0.1	-8.9%	1.9%	11.1%	30.9%[activator]	-18.5%	-1.3%
CSc1nc2ccccc2c(=O)n1-c1cccnc1	2.5%	-7.8%	-9.6	-10.7%	-7.8%	0.3%	33.2%[activator]	-5.0%	-0.1%
Cc1cnn(C2CCN(C)CC2)c1N	4.0%	-13.6%	9.0	-2.4%	0.7%	1.8%	12.1%	-4.6%	-6.8%
Cn1c(O)c(C=NCCN2CCNCC2)c(=O)[nH]c1=O	8.3%	1.3%	-6.1	-3.3%	-15.1%	2.5%	77.5%[activator]	-7.0%	2.3%
COc1ccc(NP2(=O)OCC(C)(N)CO2)cc1 (centres undefined)	nt	-9.9%	-5.2	-9.8%	nt	nt	13.8%	-8.9%	nt
Nc1cc(Cl)cc(Cl)c1	nt	11.1%	nt	-18.7%	nt	1.9%&0.1%	20.7%	-5.9%	nt
C[C@@]12C=CC(=O)C=C1CCC1C2CC[C@]2(C)C(=O)CCC12 (some centres undefined)	-10.9%	-6.6%[60.1 µM]	nt	nt	nt	4.3%	nt	nt	1.9%
